INS-1E GSIS act: GLuc luminescence reporter in INS-1E cells, primary screen for activators of glucose-dependent secretion of insulin; 370,000 compounds, 0.61% hits; INS-1E GLuc reporter insulin secretion, 2-3 h; activation, % at 16.6 µM; AID 743287, 2014;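 active = lowest replicate activation of at least 40%, so every replicate reaches that level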;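 note: 0% = median of neutral control wells and 100% = median of IBMX positive control wells; some compounds called inactive have numbers as strong as hits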
Xi reactivation: activators of inactive X chromosome reactivation, primary screen, imaging, XiGFP fibroblasts, GFP high-content imaging, set 2; XiGFP mouse fibroblasts, % GFP-positive cells imaging, 3 d; cells co-treated with 5-aza-dC sensitizer; scaled so ellipticine positive control = 100%; activation, % at 7.58 µM; 360,000 compounds, 0.055% hits; AID 743238, 2013;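 active = mean normalized replicate activation at least 10% and every replicate at or above 10%; inconclusive = only one of the two criteria met; inactive = mean below 10% and not all replicates reach 10%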;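 note: 0% = median of on-plate neutral control wells and 100% = ellipticine 6 µM median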
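Assay system: SV40-immortalized XiGFP fibroblast cells, line 68-5-11; buffer or medium: DMEM plus 5-aza-dC sensitizer; compound: one concentration, pinned; timing: compounds 3 days, fix/stain 15 min at room temperature; benchmarks: positive control ellipticine, 6 µM final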
E-selectin induc: E-selectin induction in HUVECs, primary screen, imaging, HUVEC, immunofluorescence imaging, single point | activation, % at 7.58 µM | 260,000 compounds, 0.37% hits | P16581 | AID 686992, 2013 | normalized: neutral wells 0, TNF-alpha wells 100;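 active = mean E-selectin-positive cell signal at least 10% of the positive control, reached in at least 60% of replicates, without over 20% cell loss; inconclusive = no rule given, readout overlaps actives, possibly toxicity-flagged; inactive = the rest, including those meeting only one limit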;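 note: in these data hits start at about 27%; measured in HUVEC primary endothelial cells; signal is the percent of cells scored E-selectin positive by PE staining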
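Test system: HUVEC; input: 3,000 HUVEC/well; measured by: immunofluorescence imaging; read-out: % PE-positive cells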
RAD54 inh: inhibitors of human RAD54 branch migration, primary screen, biochemical, fluorescence, single point; inhibition, % at 10.4 µM; DNA repair and recombination protein RAD54-like (Homo sapiens), Q92698; RAD54 Holliday junction branch migration, FAM/BHQ fluorescence; AID 602329, 2012; 360,000 compounds, 0.14% hits;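 active = mean normalized replicate activity at least 40 and at least half of replicates scoring 40 or more; inconclusive = only one of the two criteria met; inactive = mean below 40 and under half of replicates reaching 40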;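 note: 0% = median of neutral control wells and 100% = median of positive control wells; inhibitors cause a drop in the FAM fluorescence signal; in these data hits start at about 50%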
CASP6 VEID inh: human caspase-6 inhibitors, primary screen, biochemical, VEID-R110 fluorescence, single point, set 2 | P55212 | purified caspase-6, Z-VEID-R110 cleavage fluorescence | inhibition, % at 12.5 µM | 350,000 compounds, 0.53% hits | AID 686996, 2013;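 active = mean inhibition across replicates at least about 35%, with every replicate also reaching that limit, limit read from the data; inconclusive = only one of the two criteria met; inactive = neither criterion met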;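 note: 0% = median of neutral control wells and 100% = no fluorescence left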
Target sequence (P55212 24-179 limits assumed): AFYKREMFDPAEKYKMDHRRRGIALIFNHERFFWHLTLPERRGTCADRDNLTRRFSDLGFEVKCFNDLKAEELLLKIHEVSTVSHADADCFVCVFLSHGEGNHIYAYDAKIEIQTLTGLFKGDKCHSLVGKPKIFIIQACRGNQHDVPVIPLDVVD
Target sequence (P55212 194-293 limits assumed): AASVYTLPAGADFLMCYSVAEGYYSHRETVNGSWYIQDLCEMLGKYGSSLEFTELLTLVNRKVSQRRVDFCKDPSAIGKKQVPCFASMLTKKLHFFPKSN
DENV2 CPE: inhibitors of DENV2 cytopathic effect, primary screen, cell-based, plate reader, single concentration. DENV2-infected cells, cytopathic effect rescue. 350,000 compounds, 1.7% hits. CPE inhibition, % at 9.99 µM; in the data active = CPE inhibition above about 20%, passing the limit was not always enough; inconclusive = no clear call, values can overlap the other calls; tested in BHK-21 cells;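 note: 0% = median of neutral control wells and 100% = median of positive control wells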
F508del corr: F508del CFTR correction, initial screen, CFBE line, single point. activity (quench increase), % at 7.58 µM. CFBE cells, YFP halide quenching; stimulated with forskolin plus potentiator P3; % fluorescence drop versus neutral controls. 350,000 compounds, 0.36% hits;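 active = mean added fluorescence quench of at least 8% versus neutral control, with both replicates also reaching 8%; inconclusive = only one of the mean or replicate conditions met; inactive = mean below 8% and not both replicates reaching 8%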;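 note: cells transiently co-express mutant CFTR-F508del with the halide-sensitive YFP; corrector assay measuring rescue of mutant channel to the surface after 24 h compound exposure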
RAD52 anneal inh: RAD52 DNA annealing inhibitors, primary screen, biochemical, FRET, single point, set 2 | DNA repair protein RAD52 homolog (Homo sapiens), P43351 | 360,000 compounds, 0.46% hits | recombinant RAD52 DNA annealing, FRET fluorescence | inhibition, % at 18.7 µM | AID 651710, 2012;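 active = every replicate showing at least 50% inhibition; inconclusive = mean inhibition at least 50% but not in every replicate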
Target sequence (P43351 whole entry, looked up): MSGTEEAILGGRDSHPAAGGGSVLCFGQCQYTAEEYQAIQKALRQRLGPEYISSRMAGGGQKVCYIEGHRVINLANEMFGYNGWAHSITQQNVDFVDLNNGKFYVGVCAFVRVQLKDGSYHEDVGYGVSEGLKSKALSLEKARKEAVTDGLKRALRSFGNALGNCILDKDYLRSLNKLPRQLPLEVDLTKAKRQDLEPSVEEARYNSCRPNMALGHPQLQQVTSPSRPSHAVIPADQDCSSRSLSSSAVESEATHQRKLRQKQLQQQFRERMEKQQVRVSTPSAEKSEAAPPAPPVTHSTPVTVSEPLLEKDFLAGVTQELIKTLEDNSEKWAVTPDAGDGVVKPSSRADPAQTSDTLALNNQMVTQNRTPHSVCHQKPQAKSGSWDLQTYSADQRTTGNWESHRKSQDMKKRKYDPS
* = called active by the depositor; ? = inconclusive; . = not tested or not shown.

SMILES	F508del corr	INS-1E GSIS act	RAD52 anneal inh	RAD54 inh	CASP6 VEID inh	DENV2 CPE	Xi reactivation	E-selectin induc
CCCC#Cc1ccc2c(c1)O[C@@H](CN(C)Cc1ccccn1)[C@H](C)CN([C@H](C)CO)S2(=O)=O	-1.2	-9	-24	-3	-7	-6	0.1	-0.1
Cc1c(NC(=O)c2cccc(NC(=O)Cc3ccccc3F)c2)c(=O)n(-c2ccccc2)n1C	1.1	5	1	0	0	5	0.3	0.6
O=C(C[C@@H]1CC[C@H](NC(=O)Nc2cc(F)ccc2F)[C@H](CO)O1)Nc1ccccc1	-0.2	-23	4	0	-7	-3	0.2	-0.3
CCC(=O)N(C)C[C@H]1Oc2cc(C#CC3CC3)ccc2S(=O)(=O)N([C@@H](C)CO)C[C@H]1C	1.7	-6	17	-3	1	4	0.3	0.4
CC1(C(=O)NCc2ccccc2)CSCC(=O)N1Cc1cccc(C(F)(F)F)c1 (stereo not drawn)	1.9	-14	-16	.	0	-2	0.0	-0.2
C[C@H](CO)N1C[C@H](C)[C@@H](CN(C)CC2CC2)OCCCC[C@H](C)Oc2ccc(NC(=O)Nc3cccc4ccccc34)cc2C1=O	-1.6	-21	.	8	.	-11	0.3	0.4
C[C@@H]1CCCCO[C@@H](CN(C)C(=O)Nc2ccc3c(c2)OCO3)[C@H](C)CN([C@H](C)CO)C(=O)c2cc(NC(=O)Nc3ccc(F)cc3)ccc2O1	0.5	-9	4	3	-1	-5	0.2	-0.1
O=Cc1ccc(O)c(O)c1	2.8	12	-2	10	12	-1	0.3	1.6
CCCc1cc(=O)[nH]c(SCC(=O)NC2CCCCCCC2)n1	.	.	-8	-2	-3	2	0.1	.
CCOCCCNC(=S)N(CCN(CC)CC)Cc1cc2cc3c(cc2[nH]c1=O)OCCO3	-4.6	-13	0	-6	-1	-1	0.1	.
COc1ccc(NC(=O)C23CC4CC(C2)CC(n2cnc(Br)n2)(C4)C3)cc1OC	0.9	3	1	2	-5	7	.	.
CC(CCc1ccccc1)NC(=O)c1ccc(F)cc1 (stereo not drawn)	3.5	-19	-1	-9	2	12	0.5	.
C/C=C/c1ccc([C@H]2[C@@H](CO)N(Cc3cncnc3)C23CN(C(=O)CC)C3)cc1	-0.5	-6	-14	.	-1	0	0.1	-0.1
Cn1c(=O)c2c(nc(SCC(=O)N3CCc4ccccc4C3)n2C)n(C)c1=O	-1.5	0	-6	.	4	5	.	.
C/C(=N\NC(=O)CC#N)c1cc2ccc(O)cc2oc1=O	-1.3	13	-48	-17	-1	-9	0.0	1.2

Fetched by structure from above (three):
SMILES	F508del corr	INS-1E GSIS act	RAD52 anneal inh	RAD54 inh	CASP6 VEID inh	DENV2 CPE	Xi reactivation	E-selectin induc
C/C=C/c1ccc([C@H]2[C@@H](CO)N(Cc3cncnc3)C23CN(C(=O)CC)C3)cc1	-0.5	-6	-14	.	-1	0	0.1	-0.1
O=Cc1ccc(O)c(O)c1	2.8	12	-2	10	12	-1	0.3	1.6
CCOCCCNC(=S)N(CCN(CC)CC)Cc1cc2cc3c(cc2[nH]c1=O)OCCO3	-4.6	-13	0	-6	-1	-1	0.1	.

Continuation.
SMILES	F508del corr	INS-1E GSIS act	RAD52 anneal inh	RAD54 inh	CASP6 VEID inh	DENV2 CPE	Xi reactivation	E-selectin induc
CCOc1ccc(Cc2onc3c2C(=O)CCC3)cc1OCC	1.0	.	-4	-8	-2	4	0.1	3.0
C[C@H](CO)N1C[C@H](C)[C@H](CN(C)S(=O)(=O)c2ccc(Cl)cc2)OCCCC[C@H](C)Oc2ccc(N(C)C)cc2C1=O	2.4	13	12	8	0	?	-1.2	-0.1
O=C(NNC(=O)C1CCN(S(=O)(=O)c2cccc(Cl)c2)CC1)C1CC1	-2.5	20	-4	-8	-2	1	0.0	5.2
Cc1ccc(S(=O)(=O)/C(C#N)=C/c2c(N3CCCCC3)nc3ccccn3c2=O)cc1	-0.5	-5	-47	3	-3	2	0.0	.
Cc1cc(S(=O)(=O)Nc2nc(CN3CCOCC3)nc3sc4c(c23)CCC4)cc(C)c1C	2.9	9	-12	-3	13	-2	0.1	-0.7
Cn1c(-c2ccsc2)c(-c2cccs2)c2cc(Br)ccc21	1.1	5	3	2	-3	6	0.1	0.1
O=C(Cn1cncn1)NCc1cccc(C(F)(F)F)c1	-2.9	23	-11	5	-3	9	0.4	.
N#CCC(CNc1ncc(C(F)(F)F)cc1Cl)OC(=O)c1cccc(C(F)(F)F)c1 (stereo not drawn)	-4.2	-13	-18	-8	0	2	.	.
CSc1ncc(CN2CCN(C3CCN(C(C)C)CC3)C(CCO)C2)cn1 (stereo not drawn)	-0.4	-4	-18	.	-4	-1	0.0	4.8
O=S(=O)(c1ccccc1F)N1CCN(Cc2cc3c(cc2Br)OCCO3)CC1	-1.6	-8	-1	5	1	8	0.0	-0.7
COc1ccc(NC(=O)Nc2ccc3c(c2)CC(=O)N([C@H](C)CO)C[C@H](C)[C@H](CN(C)S(=O)(=O)c2cn(C)cn2)O3)cc1	-1.4	8	-1	0	-1	27*	-1.0	.
CC1(c2ccc3ccccc3c2)NC(=O)N(CC(N)=O)C1=O (stereo not drawn)	0.0	14	-5	-6	1	-1	0.0	.
C[C@H]1CN([C@@H](C)CO)C(=O)c2cc(NC(=O)CCC(F)(F)F)ccc2O[C@H]1CN(C)S(=O)(=O)c1cn(C)cn1	0.9	18	1	-5	1	1	0.0	3.6
COCC(=O)N1CC(=O)N2[C@H](CO)[C@@H](c3ccc(C#CC(C)C)cc3)[C@@H]2C1	1.4	25	-6	.	1	-11	0.0	-0.2
COC(=O)C1(C(=O)OC)c2ccccc2N(S(=O)(=O)c2ccc(C)cc2)C1CC(=O)c1ccccc1 (stereo not drawn)	2.8	16	-7	.	2	-6	-0.1	-0.4
CC1=NN(c2ccc(Cl)cc2)C(=O)C1	-2.9	-1	-4	.	3	2	0.0	.
CCN(CC)c1ccc(C=NNc2ccc([N+](=O)[O-])cn2)cc1	2.8	3	-18	8	-3	-4	0.0	19
O=C(Nc1ccon1)c1cc2c(s1)CCCC2	-0.9	.	0	.	4	-2	.	.
COc1ccc(NCc2nnc(-c3ccccc3)o2)cc1	-0.2	1	-11	-8	-1	8	0.0	.
CCCC(=O)Nc1ccc2c(c1)C(=O)N(C)C[C@H](OC)[C@H](C)CN(Cc1ccc(F)cc1)[C@H](C)CO2	1.4	-2	.	.	.	.	-0.1	-0.3
COc1ccc(NC(=O)N[C@@H]2CC[C@@H](CCn3cc(-c4ccccc4F)nn3)O[C@H]2CO)cc1	-1.1	8	-3	1	3	2	-0.2	0.0
Cc1ccc(S(=O)(=O)Nc2ccc(O)c3cccnc23)cc1	-0.1	17	-11	-1	2	0	0.1	.
O=C(/C=C(\c1ccc(Cl)cc1)n1cncn1)c1ccc(Cl)cc1	.	-2	-2	2	-5	.	.	.
CCCn1c(N)cc(=O)n(C)c1=O	-2.3	-8	-12	.	-1	-3	0.0	.
COc1cccc(S(=O)(=O)N[C@H]2C=C[C@@H](CC(=O)NCc3ccc(Cl)cc3)O[C@@H]2CO)c1	0.9	10	-11	5	2	-10	1.2	2.4
COc1cc(OC)cc(C(=O)N[C@H](C(=O)OCC(=O)Nc2sccc2C#N)C(C)C)c1	-1.5	26	-30	.	2	.	-0.8	0.6
CSc1ccccc1OCc1cc(C(=O)N2CCSCC2)no1	-0.1	22	-24	-1	2	3	0.1	0.5
CC(C)Oc1ccc(S(=O)(=O)N2CCOCC2)cc1NC(=O)CSC(=S)N1CCCC1	1.2	10	-29	12	-1	9	-0.1	-0.2
Cc1ccc(-c2cnc3c(c2)C(=O)N([C@@H](C)CO)C[C@H](C)[C@H](CN(C)C(=O)CN(C)C)O3)cc1	-4.4	21	.	.	.	.	0.0	-0.1
CCN1C[C@@H]2[C@@H]3C(=O)N(C)C(=O)[C@@H]3[C@](Cc3ccccc3)(C1=O)N2C(=O)c1ccc(Cl)c(Cl)c1	0.6	-3	-17	-2	4	-6	-0.1	0.0
Cn1c(CNc2ccc(O)cc2)nc2ccccc21	-1.2	-11	-2	-2	5	2	-0.1	-0.2
COc1cscc1C(=O)O	0.8	10	-3	-1	1	5	-0.1	-0.2
CO[C@H]1CN(C)C(=O)c2cc(NC(=O)C3CCCCC3)ccc2OC[C@H](C)N(C)C[C@H]1C	-1.6	7	12	1	1	-1	-0.2	-0.4
C[C@H](CO)N1C[C@H](C)[C@@H](CN(C)C(=O)Nc2ccccc2)Oc2ccc(N(C)C)cc2CC1=O	3.3	-7	2	-3	-3	13	-1.3	.
CCn1c(SCC(=O)NCCc2ccccc2)nnc1C(C)C	-1.7	11	-9	.	9	-4	0.0	-0.6
COC(=O)C[C@@H]1CC[C@H]2[C@@H](COc3ccc(NC(=O)Nc4cccc(Cl)c4)cc3C(=O)N2C)O1	-2.4	-19	-23	7	0	-9	0.0	0.4
CC(NC(=O)c1ccco1)C(=O)N1CCN(c2ccccc2)CC1 (stereo not drawn)	-1.7	2	-3	-3	0	-11	0.1	-0.2
C=CCn1c(SCC(=O)Nc2ccc(C(=O)O)cc2)nc2sc(C)c(C)c2c1=O	0.9	9	-4	1	8	-1	0.0	-2.3

Screens: PubChem BioAssay, Broad Institute

Hits appear at their usual frequency; about 3.7% have a hit in one of these screens.
